BRCA1 expr act = increases BRCA1 expression. Potency, µM (doses to about 46.1 µM), inactives show at the highest dose activation, hits mostly activators. 380,000 compounds, 1.1% hits. MCF7-BRCA1-FFLuc reporter, luminescence, 48 h; response scale: scaled: vehicle 0%, 10 µM genistein 100%; further: potency means the concentration at half of the fitted maximal effect; nearly all actives have a fitted effect of over 80% in size; some results filed as inactive show a strong effect at the top dose
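MCF7-BRCA1-FFLuc cells, 2000/well in phenol-red-free MEM, attached 2 h then treated 48 h at 37 C. Luciferase luminescence read 15 min after reagent; normalized to genistein maximum activation (10microM) and DMSO, concentration-response fitted.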
NPC1 prom act = activates the NPC1 promoter | Huh7 NPC1 promoter luciferase reporter, 24 h | Potency, µM (titrated, usually from 9.22 µM), for inactives: top-dose activation, usual class: activators | 320,000 compounds, 2.4% hits | AID 485313;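 further: potency means the concentration at half of the fitted maximal effect; % of control where 0% means no effect; nearly all actives have a fitted effect of over 60% in size; reporter is driven by a mutant NPC1 promoter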
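Cells: Huh7 expressing luciferase under the NPC1 promoter, 1500/well. Seeded 2 h, compound added, incubated 24 h at 37 °C. Luciferase reagent, 10 min ambient, then luminescence.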
Rab9 promoter act = activators of Rab9 promoter; Huh7 Rab9 promoter-luciferase reporter, luminescence, 24 h; Potency, µM (highest dose often 9.22 µM), without a hit: top-dose activation, negative = inhibition, actives largely listed as activators; 320,000 compounds, 2.8% hits; AID 485297; further: potency means the concentration at half of the fitted maximal effect; % of control where 0% means no effect; nearly all actives have a fitted effect of over 60% in size
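Quantitative HTS format; Huh7 Rab9-luciferase reporter cells (1500/well) receive compound 2 h post-plating, incubate 24 h at 37 °C, then get luciferase reagent for 10 min before luminescence reading.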
Gal4-VP16 FLuc = inhibits Gal4-VP16 luciferase reporter, ROR gamma counter-screen; Drosophila S2 Gal4-VP16 UAS-luciferase, luminescence, 20 h; Potency, µM (doses to about 53.6 µM), inactives show at the highest dose activity, negative = inhibition, most hits filed as inhibitors; 310,000 compounds, 3.5% hits; AID 2546;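 further: Gal4-VP16 expression switched on by copper sulfate through the metallothionein promoter; potency means the concentration at half of the fitted maximal effect; on the % scale 0 is the no-effect control and ±100 the full control effect; nearly all actives have a fitted effect of over 50% in size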
RORg inh = blocks mouse ROR gamma transcriptional activity; 310,000 compounds, 5.4% hits; Drosophila S2 Gal4-RORgamma UAS-luciferase reporter, 20 h; P51450; Potency, µM (highest dose often 53.6 µM), inactives show at the top dose activity change, negative = inhibition, usual class: inhibitors; further: potency means the concentration at half of the fitted maximal effect; on the % scale 0 is the no-effect control and ±100 the full control effect; nearly all actives have a fitted effect of over 60% in size
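A Gal4/UAS one-hybrid system in insect cells: metallothionein-promoter Gal4–ROR gamma fusion plus Photinus luciferase reporter. Copper sulfate 700 uM final, 20 hr ambient incubation, luminescent detection after 10 min with reagent.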
FLuc counter = firefly luciferase modulation, counter-screen for miR-21 project | Potency, µM (doses to about 57.5 µM), for the others: at the top dose activity change, negative = inhibition, most hits filed as inhibitors | P08659 | purified FLuc, Km substrates, luminescence inhibition | 360,000 compounds, 6.9% hits;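 further: potency means the concentration at half of the fitted maximal effect; plate controls were vehicle for no effect and reference inhibitor for full effect; nearly all actives have a fitted effect of over 55% in size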
Target sequence (P08659 whole entry, looked up): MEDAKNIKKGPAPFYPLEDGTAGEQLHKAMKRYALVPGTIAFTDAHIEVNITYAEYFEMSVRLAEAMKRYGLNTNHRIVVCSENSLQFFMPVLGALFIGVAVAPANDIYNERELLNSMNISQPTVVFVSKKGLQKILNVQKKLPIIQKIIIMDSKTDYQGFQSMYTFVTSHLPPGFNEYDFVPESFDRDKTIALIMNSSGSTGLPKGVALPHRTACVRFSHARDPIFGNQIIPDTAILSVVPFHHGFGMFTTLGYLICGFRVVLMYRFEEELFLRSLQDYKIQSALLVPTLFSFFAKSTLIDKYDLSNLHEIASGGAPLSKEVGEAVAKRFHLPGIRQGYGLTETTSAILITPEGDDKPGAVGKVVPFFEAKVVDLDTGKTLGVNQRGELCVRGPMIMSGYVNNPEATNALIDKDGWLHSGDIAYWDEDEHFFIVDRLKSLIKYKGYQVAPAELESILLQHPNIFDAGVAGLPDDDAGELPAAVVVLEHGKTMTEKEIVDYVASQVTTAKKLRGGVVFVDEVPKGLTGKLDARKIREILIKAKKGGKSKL
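Purified P. pyralis luciferase, 10 nM final, with Km-level 10 uM D-luciferin and 10 uM ATP in 50 mM Tris acetate pH 7.5, 10 mM Mg acetate, 0.01% Tween-20, 0.05% BSA; 6-point qHTS titration about 60 µM downward; luminescence read.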
TRPV1 ag = human TRPV1 agonism; TRPV1-expressing cells, Fluo-8 calcium influx, agonist mode; activation, % at 8.33 µM; 320,000 compounds, 0.19% hits; Q8NER1; in the data active means activation above about 80%; inconclusive means between about 30% and that limit; further: 0% is about no effect
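Fluo-8 calcium influx in TRPV1-expressing cells, kinetic read (ex 480/em 520 nm). Compound added and read 3 min for agonist activity, followed by capsaicin at EC20 final and 2 min further read for enhancement.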
p53 reactivator = mutant p53 re-activation in reporter cells | H1299 p53-A138V BP100-luciferase reporter, luminescence, 24 h | Potency, µM (titrated, usually from 92.2 µM), for the others: top-dose activity change, positive = activation, usual class: activators | 320,000 compounds, 0.063% hits | AID 504706; further: potency means the concentration at half of the fitted maximal effect; % of control where 0% means no effect; nearly all actives have a fitted effect of over 45% in size
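H1299 (p53-null), stable ts p53-A138V + BP100-Luc; 1000 cells/well, Opti-MEM/10% FBS; cpd 4 pt, 1:5; 24 h, 37 deg C, 5% CO2; detection reagent 10 min RT; luminescence.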
Tb PFK inh = inhibitors of T. brucei phosphofructokinase. O15648. T. brucei PFK, ADP-Glo luminescence. Potency, µM (highest dose often 57.5 µM), without a hit: at the highest dose activity, negative = inhibition, most hits filed as inhibitors. 330,000 compounds, 0.17% hits;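 further: potency means the concentration at half of the fitted maximal effect; 0% = uninhibited 1x PFK enzyme wells and -100% = no-enzyme wells; nearly all actives have a fitted effect of over 60% in size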
Target sequence (O15648 whole entry, looked up): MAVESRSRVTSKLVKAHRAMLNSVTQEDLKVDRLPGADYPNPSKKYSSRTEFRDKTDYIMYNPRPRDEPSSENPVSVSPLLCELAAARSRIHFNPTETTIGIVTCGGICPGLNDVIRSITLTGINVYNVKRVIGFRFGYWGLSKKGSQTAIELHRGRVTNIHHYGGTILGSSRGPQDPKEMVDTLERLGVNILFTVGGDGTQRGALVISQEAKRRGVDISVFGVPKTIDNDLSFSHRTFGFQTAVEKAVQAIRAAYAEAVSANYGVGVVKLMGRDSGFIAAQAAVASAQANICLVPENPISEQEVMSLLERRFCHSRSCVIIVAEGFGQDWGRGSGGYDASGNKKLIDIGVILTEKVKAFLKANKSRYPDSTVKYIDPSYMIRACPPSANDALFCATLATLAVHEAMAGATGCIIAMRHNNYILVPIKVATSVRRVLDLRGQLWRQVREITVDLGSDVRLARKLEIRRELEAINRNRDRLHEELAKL
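Activity is normalized to no-enzyme wells (full inhibition) and 1.25 nM enzyme wells (no inhibition). Reaction: 0.5 mM F6P, 0.1 mM ATP, 45 min RT, ADP-Glo luminescence; concentration-response curves fitted and classed by quality.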
ELG1 repair inh = inhibitors of ELG1-dependent DNA repair in HEK293T cells; 330,000 compounds, 2.3% hits; AID 504467; HEK293T ELG1-luciferase reporter, luminescence, 16 h; DNA damage induced by 5-fluorouridine; Potency, µM (series often up to 46.1 µM), for the others: at the highest dose activity change, negative = inhibition, actives largely listed as inhibitors; further: potency means the concentration at half of the fitted maximal effect; on the % scale 0 is the no-effect control and ±100 the full control effect; nearly all actives have a fitted effect of over 55% in size
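Cells (2,000 per well) received 5-fluorouridine plus test compound or DMSO and were incubated 16 hr at 37 °C, 5% CO2. Luciferase activity was read by luminescence 30 min after ONE-Glo addition; signal suppression marked inhibition of damage-induced ELG1 function.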
ELG1 genotoxic = genotoxicity induction in ELG1-luciferase HEK293T cells. Potency, µM (highest dose often 46 µM), inactives show at the top dose activity change, positive = activation, usual class: activators. 330,000 compounds, 1.3% hits. HEK293T ELG1-luciferase reporter, luminescence, 16 h; further: potency means the concentration at half of the fitted maximal effect; % of control where 0% means no effect; nearly all actives have a fitted effect of over 60% in size
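Genotoxic stress is detected as increased luminescence from luciferase-tagged ELG1 in HEK293T cells, measured with ONE-Glo after a 16 hr treatment at 37 °C.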
* = called active by the depositor; ? = inconclusive; . = not tested or not shown; & = joins results of further samples; [ ] = dose if it differs, or a comment. Unless noted, the call rests on the fitted dose curve; in most records, active means well fitted curve in the direction sought with a large enough effect; inconclusive means small, poorly fitted or top-dose-only effect, or another doubt; inactive means no such curve, though single readings can be large; an effect the other way counts as inactive or inconclusive.

Sample of the layout, 3 compounds:
The line under a structure holds: BRCA1 expr act, NPC1 prom act, Rab9 promoter act, Gal4-VP16 FLuc, RORg inh, FLuc counter, TRPV1 ag, p53 reactivator, Tb PFK inh, ELG1 repair inh, ELG1 genotoxic
- CCn1c(COc2ccc(=O)n(-c3ccccc3)n2)nnc1SCC(=O)OC
    10%, -1%, -3%, -2%, 8%, 0%, 0, 1%, 0%, -8%, 3%
- CCOC(=O)c1c(-c2ccc3ccccc3c2)csc1NC(=O)CCCC(=O)O
    -25%, -1%, -2%, ., ., -18%, 29, 6%, -1%, 20%, -3%
- O=C(COC(=O)Cn1ccc(=O)[nH]c1=O)Nc1ccc(F)cc1
    -6%, ., ., ., ., ., ., 8%, -9%, 27%, -4%

Main list, from the start:
The line under a structure holds: BRCA1 expr act, NPC1 prom act, Rab9 promoter act, Gal4-VP16 FLuc, RORg inh, FLuc counter, TRPV1 ag, p53 reactivator, Tb PFK inh, ELG1 repair inh, ELG1 genotoxic
- CCn1c(COc2ccc(=O)n(-c3ccccc3)n2)nnc1SCC(=O)OC
    10%, -1%, -3%, -2%, 8%, 0%, 0, 1%, 0%, -8%, 3%
- CCOC(=O)c1c(-c2ccc3ccccc3c2)csc1NC(=O)CCCC(=O)O
    -25%, -1%, -2%, ., ., -18%, 29, 6%, -1%, 20%, -3%
- O=C(COC(=O)Cn1ccc(=O)[nH]c1=O)Nc1ccc(F)cc1
    -6%, ., ., ., ., ., ., 8%, -9%, 27%, -4%
- CC1CCCC(NC(=S)NC(=O)c2ccccc2Br)C1C (centres undefined)
    -34%, 6%, -3%, 5µM*, 2.5µM*, -4%, ?, ?, -11%, ?, -5%
- Nc1ccc(S(=O)(=O)N2CCCC2C(=O)O)cc1 (centres undefined)
    -3%, 8%, -4%, -10%, 4%, -1%, -2, 0%, 2%, 0%, 0%
- Cc1cccc(/C=N/n2c(-c3ccncc3)n[nH]c2=S)c1
    -8%, 5%, 1%, ?, 11µM*, -14%, 2, 7%, 4%, -14%, -3%
- Cc1cccc(S(=O)(=O)N2CN(CC3CCCO3)c3nc4ccccc4nc32)c1 (centres undefined)
    -14%, 1%, -1%, 5%, 1%, -1%, 25, -8%, -1%, 3%, 6%
- COc1ccc(CNC(=O)CCSCc2ccccc2C)cc1
    -14%, 2%, 11%, -9%, 0%, -20%, ?, 6%, 0%, 7%, -6%
- CCCCc1cc(=O)oc2cc(OS(C)(=O)=O)ccc12
    5%, -3%, -3%, 9%, ?, ?, 23, -1%, -8%, ?, 8%
- COc1cc(-c2cc(-c3ccc(N)cc3)[nH]c(=O)c2C#N)cc(OC)c1OC
    -24%, -1%, -2%, 9%, 2%, 4%, 3, ., 1%, -19%, 8%
- Cc1ccnc(N/N=C/c2ccccc2)n1
    ?, 2.5µM*, 1.3µM*, ?, ?, 7.6µM*, -5, ?, -3%, ?, ?
- CCc1cc(/C(Cc2ccc3ccccc3n2)=N\O)c(O)cc1O
    -23%, -3%, 1%, ?, ?, 2%, 0, 8%, -3%, ?, 1%
- COc1cc(C(=O)NCC(=O)OCC(=O)Nc2nnc(-c3ccccc3)o2)cc(OC)c1OC
    0%, -2%, -2%, ., ., ?, -1, 5%, -9%, 3%, 1%
- CCOc1ccc(C(=O)CCN2CCCCCC2)cc1
    -101%[inhibitor], -1%, -1%, 5.6µM*, 4.5µM*, -13%, 0, -24%, -14%, -5%, 0%
- CC(=O)N1[C@H](Cc2ccccc2)C=C[C@]1(C)C(=O)NCc1ccc(C)o1
    11%, -2%, 0%, -12%&-9%, 1%&8%, -14%, 5, 3%, 4%, 14%, 1%
- Cc1csc2c(N3CCN(C(=S)Nc4ccc(F)cc4F)CC3)ncnc12
    -8%, -1%, -3%, ?, -17%, 24µM*, 10, -1%, -6%, ?, 1%
- O=C(Cn1cnc2c(nnn2Cc2ccc(Cl)cc2)c1=O)N1CCCc2ccccc21
    -22%, -1%, -3%, -6%, ?, 3%, 15, 0%, 0%, -14%, -1%
- Cc1ccc2nc(-c3ccc(NC(=O)CN4C(=O)c5ccccc5C4=O)cc3)sc2c1
    56%, ?, 4µM*, ?, ?, 2.7µM*, 1, ?, -3%, ?, 9.2µM*
- CCOC(=O)c1cc(NC(=O)NC2CCCCC2)c(C)nc1C
    -6%, -1%, 2%, 16%, -19%, -3%, 3, -1%, 4%, 6%, 0%
- O=C(CCc1nnc(CCCc2ccccc2)o1)NC(C1CC1)C1CC1
    ?, ?, 2.8µM*, -10%, 12%, 12µM*, 1, 10%, -5%, ?, 21µM*
- C=CCn1c(SCC(=O)Nc2c(C)cccc2C)nnc1-c1cnccn1
    0%, -2%, -1%, -5%, -14%, 1%, -1, 1%, 0%, -1%, 0%
- Cc1ccc(C2C(C#N)=C(N)Oc3c2c(=O)n(C)c(=O)n3C)cc1 (centres undefined)
    1%, 0%, 10%, 1%, -10%, -1%, 4, 3%, 5%, -6%, -2%
- O=C(c1ccc(Cl)cc1)c1ccc(OCC(O)CN2CCOCC2)cc1 (centres undefined)
    -17%, 1%, -9%, ?, 29%, 2%, 3, -12%, -11%, ?, 10%
- Cc1ccc(C(C(=O)NC2CCCC2)N2CCCC(C)C2)cc1 (centres undefined)
    -9%, -2%, -6%, 3%, 2%, 0%, 25, 0%, 4%, 12%, 4%
- CCOc1ccc2nc(C)cc(Nc3cccc([N+](=O)[O-])c3)c2c1
    -80%, -4%, -7%, ?, ?, -10%, 0, 24%, 24%, -3%, 26%
- Cc1ccc(S(=O)(=O)/N=C(\Nc2cc(C)on2)c2ccc(Cl)cc2)cc1
    37%, 9%, 8%, 0%, -20%, -8%, 1, 13%, -6%, 18%, -2%
- CCCCC(=O)Nc1ccc2c(c1)OCCO2
    7.1µM*, 29%, ?, -8%, 2%, 21µM*, ?, ?, 0%, ?, 12%
- CC1CCCC/C1=N\Nc1ccc(S(N)(=O)=O)cc1[N+](=O)[O-] (centres undefined)
    1%, -2%, 2%, -8%, 6%, ?, 0, 6%, 1%, 5%, 12%
- Cc1ccc(C(=O)NC(=S)Nc2ccc(-c3ccc(CO)o3)cc2)cc1
    6%, 1%, -1%, -17%, ?, -11%, 1, 13%, ?, ?, -2%
- COc1ccc(S(=O)(=O)Nc2ccc(N3CCOCC3)nc2)cc1
    -3%, 0%, -2%, -13%, 12%, -1%, 1, 3%, 4%, ?, -10%
- Cn1c(N)c(C(=O)COC(=O)/C=C/c2cccc(C(F)(F)F)c2)c(=O)n(C)c1=O
    -16%, 0%, 0%, ., ., ., -3, -4%, -5%, -4%, 2%
- Cc1c(Cl)cccc1NC(=O)Nn1cnnc1
    11%, -2%, -2%, -1%, -23%, 0%, -4, 13%, -6%, 6%, 3%
- O=C(O)C1C2C=CC(C2)C1C(=O)NCCCc1ccccc1 (centres undefined)
    16%, -1%, 1%, -1%, 10%, 0%, 4, 7%, 3%, ?, 0%
- CCn1c(SCC(=O)N/N=C/c2ccc(C)o2)nnc1-c1ccc(C(C)(C)C)cc1
    -3%, 1%, -4%, ?, ?, ?, 7, -1%, 0%, -11%, -5%
- CC(C)(C)N=Cc1cc(-c2ccccc2)sc1O
    ?, 2.8µM*, 2.2µM*, 10%, ?, 5.4µM*, ?, 13%, 2%, ?, 9.2µM*
- O=C(Nc1nnc(C(F)(F)F)s1)C1COc2ccccc2O1 (centres undefined)
    29%, 28%, 27%, -15%, 41%, ?, -1, 26%, 1%, ?, 4%
- CCc1cc2cc(OC)ccc2nc1SCC(=O)Nc1cc(OC)c(OC)cc1C(=O)O
    -22%, 1%, -8%, 4%, 13%, ?, -6, -4%, -1%, 8%, 0%
- Cc1noc(C)c1S(=O)(=O)N(C)C[C@H]1Oc2c(NC(=O)Nc3ccc(C(F)(F)F)cc3)cccc2C(=O)N([C@H](C)CO)C[C@@H]1C
    -56%, ., ., ., ., ., ., 6%, 1%, ?, -4%
- COc1ccccc1NS(=O)(=O)c1cc(NC(=O)Nc2ccc(Cl)cc2Cl)ccc1N1CCCCC1
    -101%[inhibitor], -7%, 0%, -6%, 32%, 3%, -2, 9%, -8%, -2%, -7%

Source: PubChem BioAssay (National Center for Advancing Translational Sciences (NCATS))
